LMNA splice mod – LMNA splicing modulation. HeLa LMNA splicing GFP/RFP minigene ratio, 48 h. Potency, µM (titrated, usually from 46.1 µM), for inactives: at the top dose ratio change, negative = inhibition, actives largely listed as inhibitors. 0.01% of 200,000 active. AID 1487; active = well fitted inhibition curve with a large enough effect in the signal ratio, with a control signal flat, not every such curve was filed as active; inconclusive = small, poorly fitted or top-dose-only effect, or effect the other way, or a change in a side signal; the % refers to the signal ratio; note: potency is the fitted concentration of half-maximal effect; % is set by controls: 0 for no effect and ±100 for the full control effect
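Read-out is the ratio of GFP to DsRed2 object intensity, acquired by 488 nm laser-scanning cytometry on HeLa lamin A-EGFP minigene reporter cells. Compound incubation 48 hrs at 37 °C in Opti-MEM with 2% FBS; DMSO 0.5% final.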
IMPase Li cell – cell-permeable IMPase inhibitors with lithium potentiation; CHO-M1 cells, IP1 TR-FRET (IP-One), carbachol + lithium; Potency, µM (doses to about 59.4 µM), without a hit: at the top dose activity, negative = IMPase inhibition, most hits filed as inhibitors; 0.35% of 210,000 active; AID 1457;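 note: IP1 builds up when IMPase is blocked and the TR-FRET signal falls; potency is the fitted concentration of half-maximal effect; plate controls were basal vehicle for no effect and high inhibitor control for full effect; nearly all actives have a fitted effect of over 50% in size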
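Steps: plate 2000 CHO-M1 cells per well and culture 16–30 h; add compound and lithium; incubate 30 min, 37C; add d2-IP1 tracer and Eu cryptate anti-IP1 antibody in lysis buffer; read after 10 min at room temperature.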
Epigenetic reg – derepresses silenced GFP reporter in murine cells; AID 1865; Potency, µM (top dose mostly 53.9 µM), for the others: at the highest dose GFP activation, most hits filed as activators; 0.2% of 280,000 active; murine LDR cells, GFP reporter derepression, 30 h; note: potency is the fitted concentration of half-maximal effect; % of control where 0% means no effect; nearly all actives have a fitted effect of over 60% in size
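In this reporter-derepression format, murine cells bearing a silenced integrated CMV-GFP locus incubate with test compound (30 h, 37 C), then are washed and imaged; fluorescent objects of 20–120 um count as induced cells.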
NPSR antagonist – antagonists of human neuropeptide S receptor cAMP signaling | CHO-NPSR cells, cAMP TR-FRET, antagonist mode | Potency, µM (top dose mostly 38.3 µM), for inactives: at the highest dose activity change, negative = inhibition, most hits filed as inhibitors | 1% of 220,000 active | AID 1461; note: potency is the fitted concentration of half-maximal effect; % is set by controls: 0 for no effect and ±100 for the full control effect; nearly all actives have a fitted effect of over 50% in size; many of its hits are not listed in these tables
Target sequence (Q6W5P4 whole entry, looked up): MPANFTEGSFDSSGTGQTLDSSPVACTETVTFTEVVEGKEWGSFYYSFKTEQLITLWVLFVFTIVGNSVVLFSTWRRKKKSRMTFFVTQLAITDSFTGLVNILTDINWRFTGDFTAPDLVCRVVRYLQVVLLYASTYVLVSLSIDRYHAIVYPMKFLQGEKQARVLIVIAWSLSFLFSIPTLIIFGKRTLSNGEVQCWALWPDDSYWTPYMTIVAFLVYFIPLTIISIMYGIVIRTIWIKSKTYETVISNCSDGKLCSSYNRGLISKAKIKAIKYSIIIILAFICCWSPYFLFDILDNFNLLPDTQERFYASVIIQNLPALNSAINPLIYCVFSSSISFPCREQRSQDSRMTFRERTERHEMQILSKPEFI
Luc counter – counter-screen: inhibitors of Kinase-Glo firefly luciferase | Potency, µM (series often up to 38.3 µM), without a hit: top-dose activity change, negative = inhibition, actives largely listed as inhibitors | Q27757 | 0.28% of 200,000 active | Kinase-Glo luciferase, ATP luminescence, 8 min; note: potency is the fitted concentration of half-maximal effect; % is set by controls: 0 for no effect and ±100 for the full control effect; nearly all actives have a fitted effect of over 60% in size
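Substrate mix (final 50 mM imidazole pH 7.2, 50 mM KCl, 7 mM MgCl2, 10 uM ATP, 0.01% Tween 20, 0.05% BSA) plus pin-tool compound, then Kinase-Glo detection mix; 8 min ambient, luminescence read.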
aGal spleen mod – inhibitors or activators of human alpha-galactosidase in spleen homogenate | human spleen homogenate, 4MU-alpha-Gal fluorescence, 40 min | 0.008% of 240,000 active | Potency, µM (highest dose often 80 µM), inactives show at the highest dose activity change, negative = inhibition, usual class: inhibitors | P06280;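 note: potency is the fitted concentration of half-maximal effect; 0% = enzyme with vehicle and -100% = no enzyme basal signal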
Target sequence (P06280 32-429 limits assumed): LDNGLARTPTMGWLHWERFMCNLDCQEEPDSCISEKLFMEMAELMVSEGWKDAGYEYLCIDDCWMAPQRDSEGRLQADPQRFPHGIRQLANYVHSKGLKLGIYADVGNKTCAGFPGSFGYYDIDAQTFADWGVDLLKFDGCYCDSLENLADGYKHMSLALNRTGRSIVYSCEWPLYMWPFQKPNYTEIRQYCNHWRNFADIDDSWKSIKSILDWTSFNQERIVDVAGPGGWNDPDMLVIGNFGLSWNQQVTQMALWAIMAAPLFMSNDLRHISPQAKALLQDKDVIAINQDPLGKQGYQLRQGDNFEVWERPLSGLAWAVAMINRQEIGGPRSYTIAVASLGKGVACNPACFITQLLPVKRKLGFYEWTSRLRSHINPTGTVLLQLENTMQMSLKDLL
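Human spleen homogenate (1 ug) as enzyme source, 4-methylumbelliferyl-alpha-D-galactopyranoside 1 mM final, citrate/phosphate pH 5.0 with 0.01% Tween-20. Compounds 40 min at 37C, NaOH/glycine stop; fluorescence Ex 365/Em 440, Hill-fit AC50.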
CBFb-RUNX1 inh – inhibitors of human CBF-beta and RUNX1 interaction; Q01196+Q13951; AlphaScreen CBFb-His/RUNX1-biotin binding, biochemical; Potency, µM (doses to about 59.8 µM), for inactives: at the top dose activity, negative = inhibition, actives largely listed as inhibitors; 230,000 tested, under 10 active; note: % of control where 0% means no effect
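AlphaScreen binding: CBFb-His and RUNX1-biotin (30 nM each) preincubated 20 min, compound added for 15 min, then nickel and streptavidin beads for 90 min, all at room temperature. Disruption of the interaction by any mechanism counts as activity.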
Numbers without * were called inactive; ? = inconclusive; . = no result given; & = joins results of further samples; [ ] = another dose, or the depositor's remark. Unless noted, calls come from the whole dose curve; as a rule, active = well fitted curve in the direction sought with a large enough effect; inconclusive = small, poorly fitted or top-dose-only effect, or another doubt; inactive = no such curve, though single readings can be large; an effect the other way counts as inactive or inconclusive. This is a subset; rates above refer to the full screens.

SMILES	LMNA splice mod	IMPase Li cell	Epigenetic reg	NPSR antagonist	Luc counter	aGal spleen mod	CBFb-RUNX1 inh
Cc1cc(C)c(OCC(=O)Nc2cccc(NC(=O)c3ccco3)c2)c(Br)c1	?	20%[38.3 µM]	0.0%	-9%[46.1 µM]	-2%	5%	-6%
CC1=CC2=NC(=O)CC(C)(C(=O)N(CC(=O)NC3CCCC3)c3cc(C)cc(C)c3)N2C=C1 (centres undefined)	.	-5%	0.9%	14%	4%	4%	-7%
CCC(=O)Nc1ccc(S(=O)(=O)NCCc2ccccc2)cc1	0%	-4%[38.3 µM]	-2.4%	-7%[46.1 µM]	5%	3%	-2%
COC(=O)Cc1c(C)c2ccc(OCC(=O)N3CCOCC3)cc2oc1=O	7%	0%[38.3 µM]	-1.1%	-19%[46.1 µM]	2%	3%	2%
COc1ccc(N2CCN(C(=S)NC(C)c3ccccc3)CC2)cc1 (centres undefined)	0%[46 µM]	9%	-1.0%	-3%	-2%	3%	-14%
Cc1ccc2[nH]c3c(c2c1)CCNC3=O	?	10%	-4.1%	13%	1%	8%	5%
COc1ccc(CCNC(=O)Cn2c(=O)oc3cc(Cl)ccc32)cc1OC	.	.	-1.0%	15%	.	1%	1%
Nn1c(SCc2cccc(Br)c2)nnc1-c1cccnc1	.	.	0.1%	-13%	.	3%	0%
O=C(/C=C\c1ccco1)NC(=S)Nc1ccccc1O	.	.	-1.4%	-7%[7.67 µM]	.	-1%	-14%
O=C(c1cnccn1)N1CCc2ccccc21	0%	-7%[38.3 µM]	-3.0%	-10%[46.1 µM]	-6%	2%	-7%

Ordered by the number under CBFb-RUNX1 inh (descending): 3 of the compounds above.
SMILES	LMNA splice mod	IMPase Li cell	Epigenetic reg	NPSR antagonist	aGal spleen mod	CBFb-RUNX1 inh
Cc1cc(C)c(OCC(=O)Nc2cccc(NC(=O)c3ccco3)c2)c(Br)c1	?	20%[38.3 µM]	0.0%	-9%[46.1 µM]	5%	-6%
CC1=CC2=NC(=O)CC(C)(C(=O)N(CC(=O)NC3CCCC3)c3cc(C)cc(C)c3)N2C=C1 (centres undefined)	.	-5%	0.9%	14%	4%	-7%
COc1ccc(N2CCN(C(=S)NC(C)c3ccccc3)CC2)cc1 (centres undefined)	0%[46 µM]	9%	-1.0%	-3%	3%	-14%

Additional results follow:
SMILES	LMNA splice mod	IMPase Li cell	Epigenetic reg	NPSR antagonist	Luc counter	aGal spleen mod	CBFb-RUNX1 inh
C[C@@H](c1ccccc1)N1C(=O)[C@H]2[C@H]3[C@H](O)[C@H](O)C/C(=N/NC(=O)OCc4ccccc4)[C@@H]3CC[C@@H]2C1=O	.	.	0.0%[10.1 µM]	.	.	6%[17.5 µM]	-9%[13.1 µM]
COc1cccc(C2C(C#N)=C(N)Oc3cc(C)oc(=O)c32)c1OC (centres undefined)	-1%	-9%[38.3 µM]	0.7%	-3%[46.1 µM]	2%	-4%	4%
CCOc1ccc(NC(=O)CN(c2cccc(C(F)(F)F)c2)S(C)(=O)=O)cc1	0%	3%[38.3 µM]	-2.8%	-17%[46.1 µM]	-1%	2%	2%
c1ccc(-c2nc(-c3ccccc3)c(Nc3ccc4ccccc4c3)o2)cc1	.	13%	-0.1%	.	2%	-6%	2%
O=C1CCCCC(=O)N(c2ccccc2)c2ccccc21	2%	7%[38.3 µM]	-1.0%	-9%[46.1 µM]	2%	1%	4%
O=C(Nc1ccccc1N1CCN(C(=O)c2ccc(Cl)cc2)CC1)c1ccc2c(c1)OCO2	10%	32%[38.3 µM]	1.1%	?	-3%	10%	8%
O=C(N/N=C/c1ccccc1[N+](=O)[O-])c1cccs1	.	.	6.6%	-8%	.	8%	-1%
CCOc1ccc(NC(=O)CN2C(=O)CSC(C)C2=O)cc1 (centres undefined)	.	-6%	-4.7%	10%	-1%	-2%	-5%
O=C(Nc1ccon1)c1cccc(S(=O)(=O)N2CCCCC2)c1	.	9%	1.5%	11%	4%	-8%	15%
N#CCCN(Cc1cccnc1)C(=O)Nc1ccccc1	2%	-7%[38.3 µM]	-1.0%	5%[46.1 µM]	4%	7%	3%
CN(C)CCCN(Cc1cc2cc3c(cc2[nH]c1=O)OCO3)C(=S)NCc1ccco1	3%[46 µM]	8%	0.0%	-11%	-2%	4%	11%
O=C(/C=C/c1ccc([N+](=O)[O-])cc1)NCc1ccccn1	?	-1%	-4.8%	-3%	-1%	0%	?
CCCNC(=O)N1CCN(S(C)(=O)=O)CC1	8%[46 µM]	-2%	1.1%[10.1 µM]	9%	1%	5%	1%
CC(C)(C)c1ccc(NC(=O)Nc2ccc(F)cc2)cc1	-25%[46 µM]	15%	2.7%	-10%	0%	-4%	7%
CC(=O)N1CN(S(=O)(=O)c2ccc(C)cc2)CC1C (centres undefined)	-3%	32%[activator][38.3 µM]	0.8%	-4%[46.1 µM]	3%	2%	4%
COc1cccc(OCc2nc3ccccc3[nH]2)c1	-1%	-14%[38.3 µM]	0.0%	-3%[46.1 µM]	?	-3%	-4%
COc1ccc(C2/C=C\CN(C(=O)c3ccc(C)cc3)CC(=O)N2Cc2ccc(F)cc2)cc1 (centres undefined)	.	.	0.5%	-8%	.	-5%&-1%	-1%&1%
C=CCOc1cccc(C2C(C(=O)c3ccco3)=C(O)C(=O)N2Cc2ccncc2)c1 (centres undefined)	-1%	5%[38.3 µM]	-1.1%	-4%[46.1 µM]	0%	1%	3%
CC(C)C(=O)N(Cc1ccc(F)cc1)Cc1nc2ccccc2c(=O)[nH]1	20%[46 µM]	3%	1.0%	9%	-6%	0%	8%
CCc1nnc(NC(=O)CSc2nnc(-c3cccnc3)n2C)s1	.	2%	8.5%	8%	-2%	-6%	-10%
Nc1nc(SCC(=O)Nc2ccc([N+](=O)[O-])cc2)n[nH]1	.	0%	-0.3%	13%	6%	5%	-2%
CCCCCC(C)n1[nH]c(=O)c2c(C)cc(C)nc21 (centres undefined)	-3%	15%[38.3 µM]	4.6%	-18%[46.1 µM]	-2%	1%	1%
CCCOC(=O)c1ccc(NC(=O)COC)cc1	14%	21%[38.3 µM]	-8.5%	0%[46.1 µM]	18%	-8%	-4%
COc1ccc(-c2cc(N3CCCC3)n3ncnc3n2)cc1	-8%	0%[38.3 µM]	0.0%	-13%[46.1 µM]	3%	4%	6%
CCCCc1c(O)nc(SCCC(=O)O)[nH]c1=O	5%	42%[38.3 µM]	-0.8%	-3%[46.1 µM]	-3%	-6%	5%
CCC/C=C(\CCC)C(NS(=O)(=O)c1ccc(Cl)cc1)c1ccccc1 (centres undefined)	.	4%	-1.2%	.	-2%	4%	?
Cc1cccc(C(=O)N/N=C/c2ccccn2)c1	?	-6%	0.1%	11%	-2%	-1%	-19%
Cn1c(=O)[nH]c(=O)c2c1nc(N1CCCC1)n2CCCSc1nc2ccccc2o1	?	7%[38.3 µM]	-1.6%	-20%[46.1 µM]	-1%	-7%	3%
Cc1ccc(C)c(N2CC(C(=O)O)CC2=O)c1 (centres undefined)	6%[46 µM]	1%	0.0%	-4%	-2%	6%	11%
Cc1ccc(OCCCCn2ccnc2)c(Cl)c1	-9%	26%[38.3 µM]	-1.0%	4%[46.1 µM]	-2%	0%	-3%
Cc1noc(C(=O)Nc2ccccc2C(F)(F)F)c1Cl	-1%	13%[38.3 µM]	0.0%	9%[46.1 µM]	0%	-8%	14%
CCOC(=O)c1cc(OC(=O)c2cccnc2)n(-c2ccccc2)n1	-9%	28%[38.3 µM]	-1.0%	7%[46.1 µM]	-4%	-6%	3%
O=C(c1ccc(N2CCOCC2)cc1)c1cccs1	-13%	10%[38.3 µM]	-0.6%	-8%[46.1 µM]	-20%	7%	18%
COCCOC(=O)c1c(C)oc2ccc(NS(=O)(=O)c3ccc(C)cc3)cc12	.	.	-1.9%	-15%	.	-12%	10%
C=CCNS(=O)(=O)CC12CCC(CC1=O)C2(C)C (centres undefined)	10%	3%[38.3 µM]	0.1%	-3%[46.1 µM]	-1%	-7%	1%
CCCCc1c(CCC)c(=N)c2ccccc2n1C	15%	6%[38.3 µM]	-2.3%	3%[46.1 µM]	-3%	11%	0%
N#C/C(=C(/O)CSc1ccccn1)c1nc2ccccc2s1	.	2%	?	3%	1%	5%	6%
Cc1cc(C)c2ccc(NN)nc2c1O	-6%	4%[38.3 µM]	7.4%	-3%[46.1 µM]	-5%	9%	-1%
CCOc1ccc(S(=O)(=O)NCCCN2CCOCC2)cc1	10%	-4%[38.3 µM]	0.0%	-23%[46.1 µM]	0%	-1%	-6%
CN1CCN(c2ccc(Cl)cc2NC(=O)/C=C/c2ccc(F)cc2)CC1	-20%[46 µM]	14%	-1.4%	-45%	4%	7%	-6%
C[C@@H]1C=CCC(=O)OC[C@H](C)C(=O)OC[C@H]2O[C@H]1C=C[C@H]2O	.	.	0.0%[10.1 µM]	.	.	3%[17.5 µM]	3%[13.1 µM]
O=C(NCc1ccco1)C1CCCN(S(=O)(=O)c2cnc[nH]2)C1 (centres undefined)	7%	-3%[38.3 µM]	1.5%	0%[46.1 µM]	-1%	-1%	2%
COc1ccc(C(CNC(=O)COc2ccc(F)cc2Br)N2CCCC2)cc1 (centres undefined)	?	26%	-1.3%	-20%	-1%	-1%	7%
Cc1cc(NC(=O)Nc2ccc(F)cc2)no1	-8%	-8%[38.3 µM]	-0.9%	-3%[46.1 µM]	-7%	-1%	1%
CCC(C)C(=O)O[C@H]1C[C@@H](C)C=C2C=C[C@H](C)[C@H](CC[C@@H]3C[C@@H](O)CC(=O)O3)C21 (some centres undefined)	.	9%	-1.5%	.	1%	-12%	8%[21.7 µM]
CC[N+](CC)(CC)CCOc1ccc(/C=C/c2ccccc2)cc1	.	24%	1.1%	.	.	-18%	12%
COc1ccc(-c2nnnn2C)cc1S(=O)(=O)NCCc1ccccc1	-14%	0%	-2.0%	4%[46.1 µM]	-1%	-5%	6%
COc1cc(Cl)c(C)cc1NC(=O)[C@@H]1CCCN1C(=O)c1cccs1	-6%	4%	0.0%	0%	-1%	8%	-1%
CCCCSc1nc(NCc2ccco2)c2c3c(sc2n1)COC(C)(C)C3	10%	10%[38.3 µM]	2.1%	?	2%	-3%	5%
Cc1ccc(C)c(NC(=O)c2ccccc2NS(=O)(=O)c2cc([N+](=O)[O-])ccc2C)c1	?	5%	1.5%	-36%	-1%	-16%	-6%
Cn1c(CN2CCC(C(N)=O)CC2)c(C#N)c2ccccc21	-6%	-10%	0.0%	2%	3%	3%	5%
Cc1cc(CNCc2cn(C)nc2-c2ccc(Oc3ccccc3)cc2)on1	.	4%	1.1%	10%	.	-2%	10%
O=C(Nc1nc(-c2cccnc2)cs1)c1ccc(S(=O)(=O)N2CCOCC2)cc1	?	.	-1.0%	-11%[46.1 µM]	.	-3%	1%
